LMPTP inh: blocks human LMPTP phosphatase. P24666. recombinant LMPTP-A, OMFP fluorogenic substrate, fluorescence intensity. inhibition, % at 20 µM. hit rate 0.22% among 360,000;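 active = compounds that cut the enzyme signal by at least half of the control window in the single-dose screen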;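 also: plate controls were DMSO wells with enzyme plus substrate for no effect and substrate without enzyme for full effect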
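Assay system: LMPTP-A phosphatase enzyme | Input: 0.625 nM enzyme | Also added: Fluorogenic phosphatase substrate OMFP at 400 µM final | Compound dosing: One test concentration per compound, 20 µM, with 3% DMSO overall | Schedule: 50 min enzyme reaction at room temperature, protected from light | Signal: Fluorescence intensity | Benchmarks: no-enzyme and uninhibited controls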
MLLE-PAM2 inh: blocks PAM2 peptide binding to the PABP1 MLLE domain; hit rate 0.36% among 360,000; GST-MLLE / FITC-PAM2 fluorescence polarization; P11940; AID 588489; inhibition, % at 20 µM; in the data active = inhibition above about 35%, passing the limit was not always enough;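 also: plate controls were DMSO wells with GST-MLLE for no effect and wells lacking GST-MLLE protein for full effect; some results filed as inactive read as strong as hits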
Scp1 inh: Scp-1 (human) phosphatase inhibition. Q9GZU7. Recombinant Scp1, phosphopeptide, malachite green phosphate absorbance. inhibition, % at 20 µM. hit rate 0.88% among 340,000. AID 493091;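 active = inhibition above about 50% at 20 µM, limit read from the data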;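 also: plate controls were DMSO wells with enzyme for no effect and wells lacking enzyme for full effect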
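System: SCP-1 catalytic domain; Reagent: Phospho 17-mer peptide substrate; Doses: one concentration, 20 µM, with 1.0% DMSO; Incubation: 45 min room-temperature reaction, 5 min colour, 30 min stabiliser; Signal: Phosphate-binding colour reagent, absorbance read at 630 nm.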
STEP block: blocks human striatal-enriched tyrosine phosphatase | P54829 | AID 588621 | recombinant STEP, OMFP fluorogenic substrate, fluorescence | hit rate 0.25% among 360,000 | inhibition, % at 20 µM;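 active = inhibition at 20 µM, scaled per plate between control wells, above about 37%, limit read from the data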;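 also: 0% = DMSO with enzyme and substrate and 100% = substrate only without enzyme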
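System: STEP phosphatase, cell-free reaction; Buffer or medium: Bis-Tris pH 6.0 buffer with DTT, detergent; Incubation: 20 min at room temperature, dark; Measured by: fluorescence, 480/540 nm.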
CSN inh: blocks human CSN-mediated cullin deneddylation; Q92905; Purified CSN, SCF-Nedd8-OG deneddylation, fluorescence polarization; inhibition, % at 12.5 µM; hit rate 0.38% among 360,000;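 active = pattern-corrected inhibition above about 35%, with an unprinted fluorescence ratio check between 0.5 and 1.5, limit read from the data, passing the limit was not always enough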;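 also: 0% = enzyme with substrate and 100% = substrate without enzyme; some results filed as inactive read as strong as hits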
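Detection – fluorescence polarization · System – HEK293T-derived human Csn5 enzyme · Controls – substrate-only high control, full reaction low control · Timing – 90 min, room temperature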
SUMO1 PPI mod: SUMO1-SIM interaction modulation; inhibition, % at 20 µM; SUMO1 binding to a labelled peptide, TR-FRET, 1 h; hit rate 0.33% among 360,000; P63165; in the data active = inhibition above about 37%
NadD block: NadD (S. aureus) enzyme inhibition. purified NadD enzyme, colorimetric absorbance read-out. inhibition, % at 20 µM. hit rate 0.78% among 360,000. AID 602399; in the data active = inhibition above about 26%; also: some compounds past the cut are filed as inactive
Rpn11 inh: inhibitors of human proteasome Rpn11 | O00487 | human 26S proteasome, Ub4-pepOG fluorescence polarization; 20S core pre-blocked with epoxomicin | calls only at 20 µM | hit rate 0.59% among 360,000;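 active = inhibition at 20 µM, scaled to each plate's controls, above about 33%, limit read from the data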
TbMetRS inhib: blocks T. brucei methionyl-tRNA synthetase activity; purified T. brucei MetRS, ATP depletion, Kinase-Glo luminescence; inhibition, % at 11.9 µM; hit rate 0.4% among 360,000;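 active = inhibition above a per-plate cutoff of the control wells' mean inhibition plus 3 SD, cut at about 5.5% in these data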;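 also: 0% = DMSO wells median and 100% = median of wells with control inhibitor compound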
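System: purified T. brucei MetRS enzyme / Detection: Kinase-Glo luciferase luminescence reporting remaining unconsumed ATP / Medium: HEPES buffer with MgCl2, KCl, DTT, spermine, BSA, pyrophosphatase / Replication: singlicate, one well per compound / Evaluation: percent inhibition relative to median high and low control wells / Schedule: 2 h aminoacylation at 25 °C after 15 min preincubation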
DNMT1 block: DNMT1 (human) enzyme inhibition; AID 588458; DNMT1 molecular beacon, Hinp1I cleavage, fluorescence; hit rate 0.83% among 360,000; P26358; inhibition (reported as % activation of signal), % at 10 µM; in the data active = inhibition above about 50%
Target sequence (P26358 504-1616 limits assumed): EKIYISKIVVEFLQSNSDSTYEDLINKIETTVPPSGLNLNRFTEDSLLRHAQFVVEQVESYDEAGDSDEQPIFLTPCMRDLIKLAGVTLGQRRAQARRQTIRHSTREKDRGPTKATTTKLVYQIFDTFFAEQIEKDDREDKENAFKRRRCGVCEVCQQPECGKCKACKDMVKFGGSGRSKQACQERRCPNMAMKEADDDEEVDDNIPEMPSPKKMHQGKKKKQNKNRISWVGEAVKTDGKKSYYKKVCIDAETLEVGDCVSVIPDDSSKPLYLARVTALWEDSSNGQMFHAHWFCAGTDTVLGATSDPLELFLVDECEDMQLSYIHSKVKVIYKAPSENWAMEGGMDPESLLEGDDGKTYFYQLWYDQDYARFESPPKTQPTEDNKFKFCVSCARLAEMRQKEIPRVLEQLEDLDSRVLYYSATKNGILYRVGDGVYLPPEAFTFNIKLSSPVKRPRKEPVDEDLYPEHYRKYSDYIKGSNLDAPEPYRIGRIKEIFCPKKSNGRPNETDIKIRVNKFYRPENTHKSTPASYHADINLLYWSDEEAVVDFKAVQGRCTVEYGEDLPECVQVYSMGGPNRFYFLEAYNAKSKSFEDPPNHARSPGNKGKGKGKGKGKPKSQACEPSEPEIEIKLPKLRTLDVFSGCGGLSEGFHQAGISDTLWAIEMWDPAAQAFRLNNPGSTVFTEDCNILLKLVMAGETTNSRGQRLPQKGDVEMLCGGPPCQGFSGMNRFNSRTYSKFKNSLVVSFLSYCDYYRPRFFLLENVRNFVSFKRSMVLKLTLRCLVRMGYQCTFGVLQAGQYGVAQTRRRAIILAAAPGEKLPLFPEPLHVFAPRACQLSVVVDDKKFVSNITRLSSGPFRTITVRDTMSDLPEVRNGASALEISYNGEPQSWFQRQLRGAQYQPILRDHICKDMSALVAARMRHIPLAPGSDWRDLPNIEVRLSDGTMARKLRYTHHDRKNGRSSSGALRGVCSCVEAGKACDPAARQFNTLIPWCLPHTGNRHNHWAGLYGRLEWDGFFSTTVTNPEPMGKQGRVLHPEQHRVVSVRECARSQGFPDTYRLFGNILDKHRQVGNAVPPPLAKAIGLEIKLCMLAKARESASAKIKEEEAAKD
Numbers without * were called inactive; i = inactive; nt = not tested or not shown.

SMILES	LMPTP inh	MLLE-PAM2 inh	Scp1 inh	STEP block	CSN inh	SUMO1 PPI mod	NadD block	Rpn11 inh	TbMetRS inhib	DNMT1 block
Cc1sc(NC(=O)c2ccco2)c(C(c2cccnc2)N2CCCC2)c1C (stereo not drawn)	2.8	25	-3	4	-8	22	-4	i	-0.9	-7
Cc1ccc2c(C)nc(Nc3nc(CSc4nc5ccccc5s4)cc(=O)[nH]3)nc2c1	5.0	-11	10	0	2	2	26	i	0.6	-2
COc1cccc(OCc2cc(C3Nc4ccccc4C(=O)N3Cc3ccco3)ccc2OC)c1 (stereo not drawn)	3.5	-24	-9	7	5	3	31*	i	-0.7	-5
CC1C=CCC2C(=O)N(c3ccc(OC(=O)c4cccs4)cc3)C(=O)C12 (stereo not drawn)	0.5	4	-1	-1	4	-5	-7	i	-1.1	-4
Cc1nn(CSc2c(F)c(F)c(F)c(F)c2F)c(C)c1[N+](=O)[O-]	-0.7	-6	-3	0	2	-9	8	i	-0.5	3
CCn1c(N)nc2ccccc21	3.6	-6	-4	-1	3	1	4	i	3.5	-1
CCOC(=O)C1CCCN(Cc2ccc(OCC)cc2)C1 (stereo not drawn)	-0.1	-3	10	-2	6	2	1	i	-0.9	-3
CN1CCN(CCNC(=O)Nc2ccc(Cl)cc2)CC1	0.4	0	-12	-2	-4	-1	-8	i	-0.9	0
COc1ccc(OC)c(Nc2nc(N)nc(-c3cc4ccccc4o3)n2)c1	3.0	-1	12	1	2	1	2	i	-1.7	-6
COc1cccc(NC(=O)Cn2c(=O)c3c(ncn3Cc3ccccc3)n(Cc3ccccc3)c2=O)c1	2.2	-8	-9	-2	-5	0	2	i	-1.0	-4
Cc1ccccc1NC(=O)CNc1ccccc1C(=O)NCc1ccco1	0.0	-17	-12	-5	0	2	7	i	0.1	-9
C/C(=N\NC(=O)Cc1ccc(Cl)c(Cl)c1)c1cccnc1	-0.2	-6	-5	2	1	0	0	i	0.0	-3
CC(=O)Nc1ccc(NC(=O)C(C)OC(=O)c2ccc(N(C)C)cc2)cc1 (stereo not drawn)	0.8	-2	-5	-1	3	3	-6	i	-0.5	0
CCOC(=O)c1cc(C#N)c(N2CCCC2)nc1-c1ccccc1	3.3	5	-2	6	3	1	-1	i	-0.5	3
O=c1cc(-c2ccc(Cl)cc2)nc(N2CCN(c3ccccc3)CC2)[nH]1	1.0	-2	-1	-3	6	6	10	i	-0.9	-3
N#C/C(=N/Nc1ccc(S(=O)(=O)N2CCOCC2)cc1)C(N)=O	-0.8	3	-5	0	-7	-15	-7	i	0.3	-2
COCCCNC(=O)c1csc([C@@H]2C[C@H](O)[C@@H](CO)O2)n1	-1.5	-6	nt	-1	1	-1	2	i	-0.1	2
CCCc1cc(CNC(=O)C2CCC(=O)N(Cc3ccccc3OC)C2)on1 (stereo not drawn)	-1.7	-10	-10	0	-3	6	-1	i	0.0	1
Clc1ccc(Cl)c(OCCCCN2CCNCC2)c1	-11	0	-2	-3	2	3	-13	i	0.1	1
CCN(CC)c1ccc(C2=NNC(=O)CC2C)cc1[N+](=O)[O-] (stereo not drawn)	-0.3	1	6	-2	7	-27	-10	i	-0.4	0
CS(=O)c1ccccc1-c1nc(-c2ccc(Cl)cc2)no1 (stereo not drawn)	0.4	-14	-1	-4	-3	-2	-9	i	-0.8	2
Cc1ccc(S(=O)(=O)N2CCOCC2)cc1NC(=O)COC(=O)c1ccc(Cl)s1	0.0	-8	-15	4	-5	-2	-3	i	-0.1	-4
CN1CCN(S(=O)(=O)c2ccc3ccccc3c2)CC1	-2.7	2	0	0	-2	-4	-4	i	0.5	0
CC(=O)n1cc(-c2ccncc2)c2ccccc21	0.9	0	-7	0	4	-1	1	i	0.5	-4
COc1cccc(OCc2cc(C(=O)N3CCC(c4ccncc4)CC3)no2)c1	-0.4	-7	-1	-1	-2	3	-6	i	-0.2	0
Cc1cc(NC(=O)CSc2nc3c(sc4ccccc43)c(=O)n2CCCN2CCOCC2)n[nH]1	1.8	-4	-5	-1	-3	0	4	i	-0.3	-1
CCCCN(C)C(=O)C1CCN(C/C(C)=C/c2ccccc2)CC1	0.1	3	-4	1	3	0	1	i	-0.4	-6
C=CCn1c(CCc2ccccc2)nnc1SCC(=O)OC	-1.7	7	8	1	0	0	-1	i	-2.0	2
COc1ccc(-n2c3c(cc(C(=O)NCC(=O)c4ccccc4)c2=O)C(=O)CC(C)(C)C3)cc1	0.2	5	7	2	2	-17	2	i	-1.1	1
Cc1ccc(NC(=S)NCCN(C2CCCCC2)C2CCCC2)cc1	0.6	-6	0	16	-1	-2	-9	i	-0.6	-1

Records listed so far marked active in NadD block:
SMILES	LMPTP inh	MLLE-PAM2 inh	Scp1 inh	STEP block	CSN inh	SUMO1 PPI mod	NadD block	Rpn11 inh	TbMetRS inhib	DNMT1 block
COc1cccc(OCc2cc(C3Nc4ccccc4C(=O)N3Cc3ccco3)ccc2OC)c1 (stereo not drawn)	3.5	-24	-9	7	5	3	31*	i	-0.7	-5

Remaining list, next part:
SMILES	LMPTP inh	MLLE-PAM2 inh	Scp1 inh	STEP block	CSN inh	SUMO1 PPI mod	NadD block	Rpn11 inh	TbMetRS inhib	DNMT1 block
Cc1c(Cl)c(C(=O)N2CCCC2)nn1C	-1.7	-11	-9	-1	0	-4	-5	i	0.0	2
Cc1ccc(OCC(O)Cn2c(N3CCCCC3)nc3c2c(=O)[nH]c(=O)n3C)cc1 (stereo not drawn)	-1.6	0	-4	-3	-3	2	-5	i	-1.4	-1
CC1(C)Cc2c(sc(NC(=O)c3ccc(S(=O)(=O)N4CCCC4)cc3)c2C#N)C(C)(C)N1	-1.6	-13	-7	-5	3	-6	-3	i	-0.5	0
O=C(COc1ccc(NC(=O)c2ccccc2[N+](=O)[O-])cc1)c1ccc(F)cc1	0.5	4	-5	-2	-7	-1	1	i	0.1	4
CC(CCc1ccccc1)NC(=O)CSc1nnnn1C (stereo not drawn)	-1.6	-3	-3	0	-1	0	2	i	-0.4	3
O=C(c1cccc(Cl)c1)N1CCC(=O)N(C(COCc2ccccc2)Cc2ccccc2)CC1 (stereo not drawn)	0.9	8	-8	0	-5	7	-2	i	-0.3	-5
CCOc1ccccc1NC(=O)C1=C(C)NC(=S)NC1c1cccs1 (stereo not drawn)	-2.3	-121	64*	0	-3	0	1	i	-0.2	3
COc1cc(OC)cc(-c2oc3cccnc3c2C#CCCO)c1	2.4	16	9	0	0	-25	-11	i	-0.4	-2
CCN1CC=C2C(C#N)=C(N)C(C#N)(C#N)C(CCc3ccccc3)C2C1 (stereo not drawn)	-0.8	88	-4	-8	-17	-5	-1	i	-0.9	-3
COc1ccc(C(=O)N2CCc3ccccc32)cc1	-1.3	16	-5	-1	4	-1	-3	i	0.3	12
COc1ccc(C(C)C)cc1-c1cc(C(=O)NCc2cc(C(F)(F)F)cc(C(F)(F)F)c2)[nH]n1	1.0	-4	nt	1	7	3	8	i	0.0	-2
CCOC(=O)C1=C(C)NC(C)=C(C(=O)OCC)C1C(=O)OCC(=O)N(C)C	-0.1	14	-10	1	-1	1	-3	i	0.0	2
Cc1ccc(C(C)C)cc1OCC(=O)NCCCn1ccnc1	-2.9	-55	1	-2	3	-8	4	i	-0.5	2
CCOc1cc(S(=O)(=O)NCc2ccncc2)c(C)cc1C	0.6	6	1	2	-10	-2	-3	i	-1.0	0
O=C(O)c1ccccc1NN=C1CCCCC1	0.3	17	-1	4	8	3	1	i	-0.6	2
CN(CC(=O)N1CCCCCC1)S(=O)(=O)c1ccccc1	-0.9	12	-3	-1	-2	3	-3	i	-0.7	2
N#Cc1ccccc1COC(=O)c1cc(S(=O)(=O)N2CCOCC2)ccc1F	-1.6	2	nt	-1	0	-1	-6	i	-0.1	0
Cn1cccc1C(C(=O)NC1CCCCC1)N(C(=O)Cc1cccs1)C1CC1 (stereo not drawn)	-0.9	-4	-8	1	4	-3	-2	i	-1.3	7
O=C(/C=C/c1ccco1)Nc1ccc(S(=O)(=O)N2CCOCC2)cc1	-0.5	-1	-3	-2	-17	-6	1	i	-0.5	5
CCN1CCN(C(=O)NC2CC(=O)N(c3ccc(OC)cc3)C2)CC1 (stereo not drawn)	0.6	10	-23	3	0	4	-4	i	-0.1	4
COc1ccccc1NC(=S)Nc1cccc(F)c1	0.9	19	7	3	-5	0	-2	i	-0.6	-1
CCOc1ccc(OCC(O)CN2CCN(S(=O)(=O)c3cccc(C(F)(F)F)c3)CC2)cc1 (stereo not drawn)	0.4	3	1	1	4	-4	-3	i	-1.5	1
Cc1ccc(C(=O)c2cc(C)sc2NC(=O)CN2CCN(C(=O)c3ccco3)CC2)cc1	4.9	2	-2	-1	5	-17	9	i	-0.5	-14
CCN(CC)S(=O)(=O)c1ccc(N2CCOCC2)c(NC(=O)Cc2cccc3ccccc23)c1	1.8	8	-8	3	-8	3	-1	i	0.1	-8
C/C(CC(=O)Nc1cccc(Cl)c1)=N\NC(=O)Cc1ccc(Cl)cc1	-2.5	-6	23	-4	-3	0	-3	i	-1.4	-2
Cc1cc(=O)oc2ccc(OC(=O)CC(C)C)cc12	1.0	9	-8	3	-3	0	-4	i	-0.3	-2
CC(=O)c1cnc(Nc2cccc(C)c2)s1	1.3	-32	15	-2	1	-15	-3	i	-1.0	1
C=CCn1c(SCC(=O)Nc2cc(C)on2)nc2ccccc21	-0.5	0	nt	4	7	0	0	i	-0.2	7
COCCCN(C(=O)Cc1csc(-c2cccc(Cl)c2)n1)c1c(N)n(Cc2ccccc2)c(=O)[nH]c1=O	2.0	-9	3	-1	2	1	9	i	0.0	-5
COc1ccc(S(=O)(=O)n2cccc2)cc1	-0.6	-6	-7	-1	-5	-2	-5	i	0.2	-1

In another format: entries from further up
LMPTP inh | MLLE-PAM2 inh | Scp1 inh | STEP block | CSN inh | SUMO1 PPI mod | NadD block | Rpn11 inh | TbMetRS inhib | DNMT1 block | Structure
-1.7 | -11 | -9 | -1 | 0 | -4 | -5 | i | 0.0 | 2 | Cc1c(Cl)c(C(=O)N2CCCC2)nn1C
-1.6 | 0 | -4 | -3 | -3 | 2 | -5 | i | -1.4 | -1 | Cc1ccc(OCC(O)Cn2c(N3CCCCC3)nc3c2c(=O)[nH]c(=O)n3C)cc1 (stereo not drawn)
